# E-selectin induc = E-selectin induction on HUVECs | activation, % at 7.58 µM | 260,000 compounds, 0.37% hits | HUVEC E-selectin immunofluorescence imaging; normalized: neutral wells 0, TNF-alpha wells 100;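 active means mean E-selectin-positive cell signal at least 10% of the positive control, reached in at least 60% of replicates, without over 20% cell loss; inconclusive means no rule given, readout overlaps actives, possibly toxicity-flagged; inactive means the rest, including those meeting only one limit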;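 further: in these data hits start at about 27%; measured in HUVEC primary endothelial cells; signal is the percent of cells scored E-selectin positive by PE staining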
# Target sequence (P16581 whole entry, looked up): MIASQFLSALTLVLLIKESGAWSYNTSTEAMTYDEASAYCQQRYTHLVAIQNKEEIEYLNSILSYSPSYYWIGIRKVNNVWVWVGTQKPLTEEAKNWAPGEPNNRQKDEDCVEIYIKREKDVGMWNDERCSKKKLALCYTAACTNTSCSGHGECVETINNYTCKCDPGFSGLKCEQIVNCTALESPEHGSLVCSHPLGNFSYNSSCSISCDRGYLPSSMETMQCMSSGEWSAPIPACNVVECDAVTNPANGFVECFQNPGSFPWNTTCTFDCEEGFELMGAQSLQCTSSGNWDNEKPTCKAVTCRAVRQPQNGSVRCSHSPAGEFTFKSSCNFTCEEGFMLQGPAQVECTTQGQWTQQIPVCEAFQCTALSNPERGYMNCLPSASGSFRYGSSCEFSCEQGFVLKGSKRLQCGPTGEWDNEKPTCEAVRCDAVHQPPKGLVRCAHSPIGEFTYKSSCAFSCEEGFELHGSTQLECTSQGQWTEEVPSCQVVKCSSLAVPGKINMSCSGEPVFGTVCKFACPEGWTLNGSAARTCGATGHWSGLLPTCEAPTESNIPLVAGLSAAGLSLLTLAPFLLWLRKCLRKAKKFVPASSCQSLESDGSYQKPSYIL
#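 Read-out: % PE-positive cells | Test system: HUVEC | Doses: One compound dose added by pin transfer | Buffer or medium: EGM-2 over gelatin coat | Signal: Immunofluorescence imaging | Benchmarks: TNF-alpha, DMSO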
# esBAF inh = inhibitors of esBAF chromatin remodeling in mouse ES cells | 350,000 compounds, 2% hits | Bmi1-luciferase knock-in reporter, 24 h; 100% = twice the neutral-well signal | reporter increase, % at 12.5 µM | AID 602393; in the data active means activation above about 40%; inconclusive means no clear call, values can overlap the other calls;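 further: 0% = median of the plate's neutral control wells and 100% = double that signal; a rise in the Bmi1 reporter signal indicates esBAF inhibition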
# RAD52 anneal inh = RAD52 (human) annealing inhibition; AID 651710; recombinant RAD52 DNA annealing, FRET fluorescence; 360,000 compounds, 0.46% hits; inhibition, % at 18.7 µM; P43351;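 active means every replicate showing at least 50% inhibition; inconclusive means mean inhibition at least 50% but not in every replicate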
# Target sequence (P43351 whole entry, looked up): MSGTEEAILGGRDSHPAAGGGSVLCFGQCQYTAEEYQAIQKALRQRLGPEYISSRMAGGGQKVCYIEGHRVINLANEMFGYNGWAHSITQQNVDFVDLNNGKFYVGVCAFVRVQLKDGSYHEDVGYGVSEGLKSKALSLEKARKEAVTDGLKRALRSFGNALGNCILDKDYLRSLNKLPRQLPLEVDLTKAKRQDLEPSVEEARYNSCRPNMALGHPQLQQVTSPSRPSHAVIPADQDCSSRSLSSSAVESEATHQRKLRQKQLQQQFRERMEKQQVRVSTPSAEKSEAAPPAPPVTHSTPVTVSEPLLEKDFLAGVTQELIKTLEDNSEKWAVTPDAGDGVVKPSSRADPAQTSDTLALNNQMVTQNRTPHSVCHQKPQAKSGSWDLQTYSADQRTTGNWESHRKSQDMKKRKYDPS
# ERp5 block = ERp5 (human) disulfide isomerase inhibition; ERp5 insulin aggregation, absorbance 650 nm, 90 min; AID 651711; Q15084; 350,000 compounds, 0.05% hits; inhibition, % at 9.99 µM;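 active means mean replicate inhibition above about 25%, with every replicate also reaching it, limit read from the data, passing the limit was not always enough; inconclusive means only one of those two criteria met; inactive means neither criterion met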
# RAD54 branch = blocks human RAD54 Holliday junction branch migration; FAM/BHQ fluorescence; inhibition, % at 10.4 µM; 360,000 compounds, 0.14% hits;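 active means mean normalized replicate activity at least 40 and at least half of replicates scoring 40 or more; inconclusive means only one of the two criteria met; inactive means mean below 40 and under half of replicates reaching 40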;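 further: 0% = median of neutral control wells and 100% = median of positive control wells; inhibitors cause a drop in the FAM fluorescence signal; in these data hits start at about 50%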
# S100A4 inh HTS = S100A4-myosin IIA interaction inhibition; inhibition, % at 10.7 µM; 360,000 compounds, 0.14% hits; S100A4/TAMRA-MyoIIA peptide fluorescence polarization; P26447;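 active means mean inhibition of at least 70% across replicates, with every replicate also reaching that level; inconclusive means mean inhibition reaches 70% but some replicates fall short; inactive means mean inhibition below 70%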
#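 Material: S100A4 monomer protein | Medium: HEPES pH 7.2 with CaCl2, KCl, NaCl, DTT, Triton | Reagent: Labelled myosin peptide probe, 5 nM | Doses: One dose per compound | Times: 5 min incubation before reading | Benchmarks: Neutral control DMSO, positive control TFP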
# XiGFP reactiv = activators of X-chromosome reactivation in mouse fibroblasts. 360,000 compounds, 0.055% hits. activation, % at 7.58 µM. AID 743238. XiGFP mouse fibroblasts, % GFP-positive cells imaging, 3 d; cells co-treated with 5-aza-dC sensitizer; scaled so ellipticine positive control = 100%;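 active means mean normalized replicate activation at least 10% and every replicate at or above 10%; inconclusive means only one of the two criteria met; inactive means mean below 10% and not all replicates reach 10%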;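 further: 0% = median of on-plate neutral control wells and 100% = ellipticine 6 µM median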
#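 Schedule: 3 d treatment, 15 min room-temperature fixation; system: 68-5-11 XiGFP fibroblast line; buffer or medium: DMEM plus 5-aza-dC sensitizer; control set: ellipticine 6 µM positive control; compound: one concentration, pinned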
# ERAP1 inh = ERAP1 (human) enzyme inhibition | Q9NZ08 | recombinant ERAP1, Leu-AMC fluorescence, 60 min | inhibition, % at 10.7 µM | 340,000 compounds, 0.15% hits | AID 652197;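 active means mean replicate inhibition of at least 30%, or all replicates individually reaching that 30% level; inactive means mean below 30% and not every replicate reaching it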;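 further: 0% = neutral control wells and 100% = L-leucinethiol positive control wells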
# The depositor's hits bear a star; ? = inconclusive; nt = not tested or not shown.
SMILES,E-selectin induc,esBAF inh,RAD52 anneal inh,ERp5 block,RAD54 branch,S100A4 inh HTS,XiGFP reactiv,ERAP1 inh
COc1ccc(S(=O)(=O)N2CCOCC2)cc1NC(=O)COC(=O)c1ccc(C)s1,nt,1,-2,?,8,-15,0.0,4
CC(OC(=O)CCN=C1NS(=O)(=O)c2ccccc21)C(=O)N(C)C1CCCCC1 (configuration not stated),-0.9,nt,2,-1,-4,1,-0.1,1
CCc1ccccc1N(C)S(=O)(=O)c1ccc2[nH]cc(C(=O)N3CCc4ccccc43)c(=O)c2c1,-0.1,nt,-39,-2,nt,2,0.0,-2
CN1CCN(C2CCN(c3ccc(Nc4nnc(Cl)c(Nc5ccccc5S(C)(=O)=O)n4)c(OC(CF)CF)c3)CC2)CC1,0.7,3,51*,0,2,0,0.6,10
CC(C)CNC(=S)NC(=O)c1csc([N+](=O)[O-])c1,-0.3,nt,-13,-1,nt,-2,0.0,-2
C[C@H]1CN([C@@H](C)CO)C(=O)Cc2cc(NS(=O)(=O)c3ccccc3)ccc2O[C@@H]1CN(C)S(=O)(=O)c1ccc(Cl)cc1,-0.1,-3,nt,nt,1,nt,-0.1,nt
O=C(C[C@H]1CC[C@@H](NS(=O)(=O)c2ccc(F)cc2)[C@H](CO)O1)NCc1ccc(Cl)c(Cl)c1,-1.6,4,-5,-5,-2,9,-0.2,1
CCOC(=O)C(=CNc1cccc(C)c1C)C(=O)OCC,nt,nt,3,1,nt,-1,nt,-1
CCCNC(=O)C1(C)CCN(Cc2cc(C)n(C)n2)C1 (configuration not stated),-0.3,0,-6,3,3,5,0.1,-8
C[C@@H]1CCCCO[C@H](CN(C)C(=O)Nc2cccc3ccccc23)[C@H](C)CN([C@H](C)CO)C(=O)c2cc(NS(=O)(=O)c3ccc(F)cc3)ccc2O1,0.6,3,30,-2,2,5,0.3,-3
C[C@H]1CN([C@@H](C)CO)C(=O)c2cc(NC(=O)CCN3CCOCC3)ccc2O[C@H]1CN(C)S(=O)(=O)c1ccccc1,-0.1,2,-12,0,-4,1,-1.1,-14
C[C@H](CO)N1C[C@H](C)[C@@H](CN(C)S(=O)(=O)c2ccc(Cl)cc2)Oc2ccc(NS(=O)(=O)c3cn(C)cn3)cc2C1=O,0.0,3,-1,-2,-4,-12,0.3,-1
COc1ccc(S(=O)(=O)n2nc(C)cc2C)cc1OC,nt,-10,-7,6,-10,1,0.0,-1
COC(=O)c1ccc(SCc2ccccc2)nc1,-0.2,nt,-14,1,-6,-2,0.7,0
COc1ccc(OC)c(C2=NNC(=NCc3ccc4c(c3)OCO4)SC2)c1,nt,nt,-23,-2,nt,-25,0.1,5
O=C(Nc1ccc(F)cc1F)NC1CC1,0.1,nt,-9,0,nt,2,0.0,5
CN1C(=O)c2cc(NC(=O)Nc3ccc(Cl)cc3)ccc2OC[C@H]2O[C@H](CC(=O)O)CC[C@H]21,0.0,3,-8,-3,-6,-13,0.0,2
CC(C)NC(=O)N(C)C[C@H]1OCCCC[C@H](C)Oc2ccc(NC(=O)C3CCCCC3)cc2C(=O)N([C@H](C)CO)C[C@@H]1C,nt,nt,-3,2,1,-6,0.2,2
COc1ccccc1N1CCN(S(=O)(=O)c2ccc(Cl)cc2)CC1,0.0,-3,4,1,-2,0,0.5,-3
CC[C@H]1O[C@H](C)CC2=C1C(=O)OC(C)(C)O2,0.0,nt,-15,1,nt,-1,0.0,0
O=C(CCCN1C(=O)/C(=C\c2cccs2)SC1=S)Nc1ccc(O)cc1,nt,-8,-11,-1,nt,1,0.0,2
COn1c(-c2ccccc2)nc2ncccc21,0.3,2,-15,-4,-10,-2,0.3,4
Cc1ccc(NC(=O)c2cc(-c3cccc(O)c3)on2)cc1C,3.2,49*,2,6,-1,1,0.0,6
CNC(=O)C[C@@H]1CC[C@H]2[C@@H](COC[C@@H](O)CN2Cc2ccc(C(F)(F)F)cc2)O1,-0.1,8,-5,4,-5,-3,0.1,2
COc1ccc(NC(=O)Nc2ccc3c(c2)CC(=O)N([C@@H](C)CO)C[C@H](C)[C@@H](CN(C)S(=O)(=O)c2cn(C)cn2)O3)cc1,nt,1,-19,0,4,5,-0.9,0

# Carrying on:
SMILES,E-selectin induc,esBAF inh,RAD52 anneal inh,ERp5 block,RAD54 branch,S100A4 inh HTS,XiGFP reactiv,ERAP1 inh
C[C@@H]1CN([C@H](C)CO)C(=O)Cc2cc(NC(=O)CCCN(C)C)ccc2O[C@H]1CN(C)C,0.5,-2,-7,5,-29,1,-1.2,1
CC1CCN(C(=O)C(Cc2ccccc2)NS(=O)(=O)c2ccc3c(c2)oc(=O)n3C)CC1 (configuration not stated),0.9,2,-22,1,-9,19,0.1,0
COc1cccc(CNC(=O)[C@H]2CCCN2C(=O)[C@H]2CCCN2C(=O)OC(C)(C)C)c1,0.0,nt,1,0,nt,1,0.1,-2
O=C(c1cnccn1)N1CC(=O)N2[C@H](C1)[C@@H](c1ccc(C#CC3CCCC3)cc1)[C@@H]2CO,1.5,nt,1,-4,nt,-2,0.4,0
CC=Cc1ccc2n(c1=O)C[C@@H]1[C@@H](CO)[C@H](C(=O)N[C@H](C)c3ccccc3)[C@H]2N1CC1CC1 (mixture of isomers),-1.2,-5,3,-7,-2,5,0.4,1
COc1cc(/C=N/N=C(N)N)ccc1OCc1ccc(Cl)cc1,1.9,nt,6,2,9,0,-0.1,-157
FC(F)(F)c1cccnc1-n1cncn1,nt,-6,-10,0,nt,-2,0.4,-1
CCOC(=O)/C=C/[C@H]1CCc2cccc(Cl)c2O1,0.1,-2,2,-1,-1,-2,0.0,nt
O=S(=O)(CCc1ccncc1)c1ccc(Cl)cc1,-0.1,0,-16,-2,-2,1,0.0,-2
C/[N+]([O-])=C\C1C(=O)CC(C)(C)CC1=O,-0.8,nt,-20,19,nt,38,0.0,-2
Cc1ccc(S(=O)(=O)N(C)C[C@@H]2OCCCC[C@H](C)Oc3ccc(NS(=O)(=O)c4ccccc4)cc3C(=O)N([C@@H](C)CO)C[C@@H]2C)cc1,0.3,7,13,0,10,59,0.4,2
Cc1nc(C(F)(F)F)c(C(=O)O)cc1-c1nc(-c2ccccc2)cs1,2.7,-9,-16,3,-5,-12,0.1,-9
CCOC(=O)c1c(NC(=O)Cn2cnc([N+](=O)[O-])n2)sc(C)c1C,nt,-8,-6,-1,8,-12,0.1,-3
Cc1nnc(SCc2nc3ccccc3s2)n1N,nt,nt,-23,-2,nt,-2,-0.1,-1
O=C(COC(=O)c1cccnc1Cl)NC(=O)NC1CCCCC1,0.8,-2,-9,-3,-6,10,0.1,4
Nc1c(C=C2C=CC(=O)C=C2)c(=O)nc2sc(CC(=O)N3CCCCC3)nn12,0.4,5,-46,6,-1,-5,0.1,1
Cc1cccc(NC(=O)Nc2ccc(Br)cc2)n1,19,-11,-8,6,-11,1,0.1,0
C[C@@H]1CN([C@@H](C)CO)C(=O)c2cccc(NS(=O)(=O)c3cccs3)c2O[C@H]1CN(C)Cc1ccc(Oc2ccccc2)cc1,0.2,0,22,-2,5,0,-0.1,-4
N/C(=N\NS(=O)(=O)c1ccccc1C(F)(F)F)c1ccccn1,0.0,1,-23,1,2,-12,0.0,nt
Cn1cnc(S(=O)(=O)N[C@H]2C=C[C@@H](CC(=O)Nc3ccc(-c4ccccc4)cc3)O[C@H]2CO)c1,-0.1,1,-15,2,4,3,-0.4,0
Cn1ccnc1SCC(=O)c1c(N)n(C)c(=O)n(C)c1=O,0.2,-6,-10,-5,-2,-4,0.0,-1
C=CCSc1ncccc1C(=O)NCCc1ccc(Cl)cc1,nt,-3,-12,4,0,-3,0.0,0
CN1C(=O)c2cc(NC(=O)C3CCOCC3)ccc2OC[C@@H]2O[C@@H](CC(=O)NCc3ccc4c(c3)OCO4)CC[C@@H]21,0.0,-1,13,0,-3,16,0.2,2
Clc1ccc(OCCN2CCOCC2)cc1,0.1,-4,-6,0,5,4,0.0,-1
CO[C@@H]1CN(C)C(=O)c2cc(NS(=O)(=O)c3cn(C)cn3)ccc2OC[C@H](C)N(C)C[C@@H]1C,0.3,2,nt,nt,-3,nt,-0.4,nt

# (cont.)
SMILES,E-selectin induc,esBAF inh,RAD52 anneal inh,ERp5 block,RAD54 branch,S100A4 inh HTS,XiGFP reactiv,ERAP1 inh
C[C@@H]1CCCCO[C@@H](CN(C)S(=O)(=O)c2ccccc2)[C@H](C)CN([C@@H](C)CO)C(=O)c2cc(NS(=O)(=O)c3cn(C)cn3)ccc2O1,nt,-2,-5,0,-7,20,0.3,2
CN1CCN(C(=O)C2CCC(=O)N(Cc3cccc(C(F)(F)F)c3)C2)CC1 (configuration not stated),nt,-8,-8,-3,-2,4,0.0,3
CCc1cc2c(=O)[nH]c(-c3ccncc3)nc2s1,-0.9,nt,-20,5,nt,2,0.3,2
CNC(=O)c1c(NC(=O)CCS(=O)(=O)c2ccc(F)cc2)sc(C)c1C,0.1,-6,-6,-6,-2,14,0.0,-1
CC=Cc1ccc2n(c1=O)C[C@H]1[C@H](CO)[C@@H](C(=O)NC3CCCC3)N(Cc3ccncc3)[C@@H]21 (mixture of isomers),-0.1,-6,-41,4,-7,8,0.0,1
CC(=O)Cn1cnc2scc(-c3ccc(C)c(C)c3)c2c1=O,nt,-2,2,3,0,-1,0.0,0
COc1ccc(NC(=O)N[C@H]2CC[C@H](CCn3cc(-c4ccccc4F)nn3)O[C@H]2CO)cc1,-0.1,0,1,1,-2,-5,0.1,-1
Cc1cccc(C)c1OCC1CNC(=O)O1 (configuration not stated),nt,-3,-22,-3,7,0,0.0,-1
Cc1ccc(C2(C)NC(=O)N(CC(=O)N3CCN(S(=O)(=O)c4cccs4)CC3)C2=O)cc1 (configuration not stated),0.5,-4,-22,-1,-22,-10,-0.1,1
O=[N+]([O-])c1ccc(C[n+]2cc(-c3ccc(Cl)c(Cl)c3)n3c2CCCCC3)cc1,0.4,nt,7,4,nt,7,0.0,8
Cc1ccc(S(=O)(=O)NCc2nc3ccccc3[nH]2)cc1,-1.5,26,-20,-3,-6,-2,0.0,4
N#Cc1ccc(-c2ccc3c(c2)[C@@H]2[C@@H](CCN2Cc2ccc4c(c2)OCO4)[C@@H](CO)N3)cc1,-0.8,-10,-7,0,18,-6,-0.1,-6
COc1ccc(CNC(=O)COC(=O)c2ccc3ccccc3n2)cc1,5.6,-4,-92,0,-1,-2,0.0,0
Cc1sc2ncnc(NCCCO)c2c1C,0.0,5,-3,2,4,-1,0.0,1
O=C(CNC(=O)c1cccc(S(=O)(=O)N2CCc3ccccc32)c1)Nc1ccccc1Br,-1.3,-5,-21,0,9,0,0.4,-1
Cc1ccc(S(=O)(=O)Nc2ccc3c(c2)C(=O)N([C@H](C)CO)C[C@H](C)[C@@H](CN(C)S(=O)(=O)c2ccc(Cl)cc2)OCCCC[C@H](C)O3)cc1,0.1,-2,nt,nt,-1,nt,-0.1,nt
COc1cccc(NC(=O)N2CC3(C2)[C@@H](c2ccccc2)[C@@H](CO)N3C(=O)C2CCCC2)c1,0.1,nt,-65,14,nt,8,0.1,1

# Screens (PubChem BioAssay)
